tim10-1 inh = tim10-1 yeast growth inhibition; S. cerevisiae tim10-1 ts strain growth, BacTiter-Glo, 24 h; inhibition, % at 20 µM; 330,000 tested, 2.2% active;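 active means inhibition of at least 40%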;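 further: mutant grown at 25 °C; 0% = DMSO wells with yeast and 100% = wells holding no yeast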
tim23-1 inh = tim23-1 yeast growth inhibition. 330,000 tested, 1.3% active. S. cerevisiae tim23-1 growth, BacTiter-Glo luminescence, 24 h. inhibition, % at 20 µM;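 active means growth inhibition of the mutant yeast at or above 50%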;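 further: temperature-sensitive mutant grown at 25 °C; plate controls were DMSO-treated mutant yeast for no effect and medium wells lacking yeast for full effect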
CHOP UPR activ = apoptotic UPR (CHOP) activation | CHO-CHOP luciferase reporter, luminescence; percent of tunicamycin response over DMSO baseline | activation, % at 10 µM | 330,000 tested, 0.34% active | AID 449763;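 active means at 10 µM dose, activation of 40% or more, normalized to positive control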;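 further: 100% = tunicamycin at 10 µg/mL and 0% = DMSO alone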
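System: CHO-CHOP luciferase reporter cell line | Buffer or medium: F12 medium containing 10% fetal bovine serum | Doses: One dose, 10 µM in 0.5% DMSO | Times: 6 h compound exposure at 37 °C after overnight seeding | Signal: Luciferase luminescence | Read-out: % activation vs tunicamycin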
Mdm2-MdmX inh = disrupts the human Mdm2-MdmX interaction; SaOS-2 split-luciferase Mdm2/MdmX complementation, luminescence; O15151+Q00987; AID 485346; inhibition, % at 8 µM; 330,000 tested, 3% active;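 active means inhibition of at least 50% at 8 µM in the primary screen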
Target sequence (O15151 whole entry, looked up): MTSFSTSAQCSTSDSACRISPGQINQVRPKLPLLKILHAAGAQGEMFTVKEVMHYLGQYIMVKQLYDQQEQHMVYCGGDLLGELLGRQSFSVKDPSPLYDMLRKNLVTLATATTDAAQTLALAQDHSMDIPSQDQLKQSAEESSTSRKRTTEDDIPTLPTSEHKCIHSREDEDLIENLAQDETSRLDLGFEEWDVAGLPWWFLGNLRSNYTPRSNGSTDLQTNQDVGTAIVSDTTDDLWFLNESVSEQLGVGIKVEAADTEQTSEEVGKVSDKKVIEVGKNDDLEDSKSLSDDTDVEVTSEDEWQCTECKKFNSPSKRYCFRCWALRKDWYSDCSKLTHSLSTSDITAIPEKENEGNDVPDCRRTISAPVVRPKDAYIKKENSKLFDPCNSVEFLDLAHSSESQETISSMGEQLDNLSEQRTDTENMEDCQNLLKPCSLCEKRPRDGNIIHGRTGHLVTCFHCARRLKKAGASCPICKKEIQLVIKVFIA
Target sequence (Q00987 whole entry, looked up): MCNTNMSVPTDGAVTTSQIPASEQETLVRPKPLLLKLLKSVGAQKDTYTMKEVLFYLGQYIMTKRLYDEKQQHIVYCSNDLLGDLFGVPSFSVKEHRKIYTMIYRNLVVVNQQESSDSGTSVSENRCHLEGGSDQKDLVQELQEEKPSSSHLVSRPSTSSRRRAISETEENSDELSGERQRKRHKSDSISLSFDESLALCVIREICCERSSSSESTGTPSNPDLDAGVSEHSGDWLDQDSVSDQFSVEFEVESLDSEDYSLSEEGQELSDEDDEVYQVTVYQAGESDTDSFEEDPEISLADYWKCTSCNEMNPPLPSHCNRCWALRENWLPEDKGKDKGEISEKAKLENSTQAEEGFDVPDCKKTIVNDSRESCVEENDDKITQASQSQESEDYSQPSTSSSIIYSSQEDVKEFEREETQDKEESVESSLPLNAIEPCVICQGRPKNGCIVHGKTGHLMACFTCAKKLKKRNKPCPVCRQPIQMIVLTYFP
XBP1 UPR activ = activators of adaptive arm of unfolded protein response (XBP1) | 330,000 tested, 0.33% active | AID 463104 | CHO-XBP1 luciferase reporter, IRE1-XBP1 UPR activation, luminescence; percent of tunicamycin response, DMSO as zero | activation, % at 20 µM;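 active means versus positive control, 20 µM dose yields 30% or more activation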;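 further: 100% = tunicamycin at 10 µg/mL and 0% = DMSO only wells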
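Material: IRE1-XBP1 luciferase reporter CHO line / Quantity: one thousand reporter cells per well / Buffer or medium: F12 with 10% serum / Compound: 20 µM single concentration, DMSO 1% / Times: 6 h treatment, 37 °C / Detection: Steady-Glo luciferase glow luminescence, 10 min after reagent addition / Benchmarks: tunicamycin high, DMSO low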
TIM10 inh = inhibits growth of TIM10 yeast strain. inhibition, % at 10 µM. S. cerevisiae TIM10 strain growth, BacTiter-Glo luminescence, 24 h. 330,000 tested, 1.4% active. AID 463195;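 active means inhibition of 40% or more at the single tested concentration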;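 further: wild-type TIM10 isogenic control strain grown at permissive 25 °C; 0% = DMSO yeast wells and 100% = minimal medium wells without yeast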
Jurkat NFkB inh = lowers PMA/ionomycin-induced NF-kB signal in Jurkat cells; PMA/ionomycin-induced NF-kB luciferase reporter, luminescence; inhibition, % at 4 µM; 330,000 tested, 0.53% active; AID 435003; in the data active means inhibition above about 50%
697 NFkB inh = lowers PMA/ionomycin-induced NF-kB signal in 697 B cells. 697 B-cell NF-kB luciferase reporter, 16 h. inhibition, % at 4 µM. 330,000 tested, 0.33% active. AID 435022; in the data active means inhibition above about 35%
The depositor's hits bear a star; nt = not tested or not shown. Random draw from the library; any-hit rate near 6.6%.

Preview, two compounds:
Sequence of screens – tim10-1 inh, tim23-1 inh, CHOP UPR activ, Mdm2-MdmX inh, XBP1 UPR activ, TIM10 inh, Jurkat NFkB inh, 697 NFkB inh
- Cc1cc(CNC(=O)c2cccc([N+](=O)[O-])c2)c2ccccc2n1
→ 17, 13, 1.5, 58*, -2, 9, 8, 6
- CC(C)N(C(=O)[C@H]1C[C@H](CC(=O)NCc2ccco2)C(=O)N2CCc3c([nH]c4cc(CCC(=O)N(C)C)ccc34)[C@]12C)C(C)C
→ 12, 30, 2.0, 0, 3, 1, nt, 10

All compounds of this part (from the top)
Sequence of screens – tim10-1 inh, tim23-1 inh, CHOP UPR activ, Mdm2-MdmX inh, XBP1 UPR activ, TIM10 inh, Jurkat NFkB inh, 697 NFkB inh
- Cc1cc(CNC(=O)c2cccc([N+](=O)[O-])c2)c2ccccc2n1
→ 17, 13, 1.5, 58*, -2, 9, 8, 6
- CC(C)N(C(=O)[C@H]1C[C@H](CC(=O)NCc2ccco2)C(=O)N2CCc3c([nH]c4cc(CCC(=O)N(C)C)ccc34)[C@]12C)C(C)C
→ 12, 30, 2.0, 0, 3, 1, nt, 10
- O=S(=O)(CCSc1nc2ccccc2o1)Cc1ccccc1
→ 6, 17, -1.1, -35, -3, 8, 0, -4
- Cc1ccc(S(=O)(=O)NC(=O)COc2ccc(Cl)cc2Cl)cc1
→ 5, 0, -1.8, 4, 0, -4, 10, -14
- Cc1ccc(-n2nc3c(=O)n(C(C)C(=O)NCCCc4ccccc4)nc(C)c3c2C)cc1 (centres undefined)
→ 7, 8, -2.2, 34, -3, -18, 11, -20
- Cc1nccn1CC(O)COc1ccccc1 (centres undefined)
→ -7, -4, 2.8, 13, 3, 3, 11, 12
- N/C(COc1ncn(-c2ccccc2)n1)=N\S(=O)(=O)c1ccccc1
→ 10, -6, -2.0, 11, -3, 0, -8, 17
- CN(CCNC(=O)C1CC(=O)N(C2CCCC2)C1)Cc1ccccc1 (centres undefined)
→ 2, 6, 1.5, -25, 3, -1, 4, 11
- Clc1nc(CN2CCOCC2)nc2sc3c(c12)CCC3
→ 8, 11, 0.0, -10, -2, 1, -4, -24
- COc1ccc2cc3cc(C(=O)NCCN4CCN(c5ccccc5F)CC4)oc3nc2c1
→ 71*, 15, 1.0, 57*, 5, 79*, 20, -16
- Cc1nc(NNC(=O)c2ccc(Cl)cc2Cl)cc(-c2ccccc2)n1
→ 4, -5, -0.5, 7, 0, 3, 12, -2
- O=C(CNC(=O)c1ccccc1)N/N=C/C=C/c1ccccc1
→ 6, 11, 0.2, 0, -1, 10, 6, -11
- COC(=O)Cc1c(O)ccn(CCc2ccc(S(N)(=O)=O)cc2)c1=O
→ -1, 4, -2.3, 33, -1, -1, -16, -2
- OCCOCCOc1cccc2[nH]ccc12
→ -9, 2, -1.0, 5, -2, -3, -10, -4
- COC(=O)c1ccc(N(CC(=O)NCC2CCCO2)C(=O)CCC(=O)Nc2cc(C)on2)cc1 (centres undefined)
→ 4, 12, 0.6, 13, -2, -13, -12, -2
- Cc1cccc(NC(=O)CSc2cn[nH]n2)c1
→ 7, 6, -1.0, 10, -4, -14, 18, -8
- CN(C)CCCNS(=O)(=O)c1cc(Cl)c(Cl)cc1Cl
→ 6, -17, 1.8, -32, 0, 7, -5, -9
- CCOC(=O)C1=C(C)N(c2ccccc2)C(=O)C1
→ 23, 25, 0.5, 2, 1, 9, -6, -11
- CCCCN(C)CCOc1ccccc1OCC
→ 2, 13, 0.9, 16, -1, 7, -11, -17
- CC(NC(=O)c1cccc(F)c1)C1CC2CCC1C2 (centres undefined)
→ 23, 20, -1.1, -12, 11, 3, -13, -6
- Oc1ccc(/C=N/n2cnn(Cc3ccccc3Cl)c2=S)c(O)c1
→ 39, 47, -1.2, 9, 1, 24, 5, -5
- O=C(NCCc1ccco1)c1nn(Cc2ccccc2)c(=O)c2ccccc12
→ 14, 9, 1.7, 1, -1, 3, 10, -1
- c1ccc(-c2nc(N3CCCC3)nc3ccccc23)cc1
→ 13, 12, -2.1, 6, -1, 0, 8, 13
- O=C(CC(=O)N/N=C/c1ccccc1)NCc1ccccc1
→ -19, 4, -1.4, 9, -3, -9, 6, 16
- COc1ccc(N(C(=O)CNC(=O)c2cccs2)C(C(=O)NC2CCCC2)c2cccnc2)cc1 (centres undefined)
→ 7, 50*, 0.3, 17, -1, 12, 9, 6
- COc1ccc(C(=O)N/N=C/c2cc3ccccc3[nH]c2=O)cc1
→ 0, 5, -0.7, -15, 1, -5, 7, 35
- COc1ccccc1CNC(=O)c1cc(-c2ccccc2)nn1CC1CC(c2cccnc2)=NO1 (centres undefined)
→ -6, 18, 0.8, 0, 2, -1, 10, 13
- CCN(CC)S(=O)(=O)c1ccc(N=Nc2cc(C)cc(Br)c2O)cc1
→ 24, 29, 3.4, 24, 1, 22, -5, -26
- CCn1c(=O)n(CC)c2cc(S(N)(=O)=O)c(C)cc21
→ 15, 10, -1.6, 12, 1, 11, -6, 13
- Cn1c(=O)oc2cc(S(=O)(=O)NCc3ccc(C(=O)O)cc3)ccc21
→ 5, 18, 0.1, 5, 1, -7, -16, -1
- CC(C)(C)CNc1cc(N2CCOCC2)ccc1[N+](=O)[O-]
→ -9, 28, 0.2, 15, 6, -13, 10, 9
- O=C(c1ccc(Cl)cc1)[C@@H]1[C@@H]2C(=O)N(c3ccc(Cl)cc3)C(=O)[C@@H]2C2c3ccccc3C=NN21 (some centres undefined)
→ 22, 31, -2.4, -8, -5, 17, 3, -4
- CN1CCN(C(=O)/C(=C\c2cccs2)NC(=O)c2ccccc2)CC1
→ -9, 1, -0.5, 7, 0, -16, -4, 4
- COc1ccc(C(=O)Nc2cccc3c2C(=O)NC3=O)cc1S(=O)(=O)N1CCOCC1
→ 7, -12, -1.1, 10, 4, -14, -1, 9
- CN(Cc1cccs1)C(=O)COc1cccc2c1OC(C)(C)C2
→ 10, 25, -0.5, 35, 1, 11, 1, -2
- N[C@@H](CO)c1cn([C@@H](Cc2cc3ccccc3[nH]2)C(=O)N2CCNCC2)nn1
→ -12, 3, -1.1, -13, 1, -4, 10, -5
- O=C(Nc1ccc(Cl)cc1)OCc1cc(-c2ccccc2)on1
→ -4, 1, 5.4, -13, 3, 7, -20, 12
- COc1ccc(S(=O)(=O)N2CCC(C(=O)N3CCN(C)CC3)CC2)cc1Cl
→ 7, 9, 0.4, 13, -5, -16, 0, 1
- C=CCn1c(SCC(=O)NCc2ccco2)nnc1-c1ccc2ccccc2n1
→ 7, 32, 2.7, -22, -3, 16, 1, -25
- CN(C(=O)COC(=O)c1sc2ccccc2c1Cl)C1CCCCC1
→ 27, 48, 1.0, -7, 2, 27, 7, 7
- Cc1ccccc1Cn1nc(C)c(NC(=O)c2sc3ccccc3c2Cl)c1C
→ 32, -8, 2.0, 19, 2, 33, -13, -1
- CC(=O)c1c(N2CCOCC2)nc(=S)n(-c2ccc([N+](=O)[O-])cc2)c1C
→ 13, 18, -1.6, 0, 1, -6, 0, 16
- CNc1oc(-c2cccs2)nc1S(=O)(=O)c1ccccc1
→ 9, 10, 1.9, 7, -2, 7, 7, 4
- O=C(Nc1ccc(C(=O)O)cc1)/C(=C/c1ccc([N+](=O)[O-])cc1)NC(=O)c1ccccc1
→ 4, 10, 0.7, 0, 0, 0, 2, 8
- Cc1nnc(SCC(=O)n2c3c(c4ccccc42)CCCC3)s1
→ 32, 2, -0.4, 12, 5, 19, -18, 0

An excerpt from above in order of the Jurkat NFkB inh value, rising.
| structure | Jurkat NFkB inh |
| --- | --- |
| Cn1c(=O)oc2cc(S(=O)(=O)NCc3ccc(C(=O)O)cc3)ccc21 | -16 |
| COc1ccc(C(=O)N/N=C/c2cc3ccccc3[nH]c2=O)cc1 | 7 |
| N[C@@H](CO)c1cn([C@@H](Cc2cc3ccccc3[nH]2)C(=O)N2CCNCC2)nn1 | 10 |

(further entries)
Sequence of screens – tim10-1 inh, tim23-1 inh, CHOP UPR activ, Mdm2-MdmX inh, XBP1 UPR activ, TIM10 inh, Jurkat NFkB inh, 697 NFkB inh
- COc1ccc(N(C)S(=O)(=O)c2c(C)[nH]c(=O)[nH]c2=O)cc1
→ 11, 6, 1.8, 17, 1, -2, -4, 22
- N#CCCn1nnc(-c2ccccc2F)n1
→ 8, 8, 1.5, -35, 0, 0, -2, -15
- CCC1(CC)C(=O)C2=C3C1[C@H](C(=O)OC)CC(C(=O)OC)C[C@H]3n1c(=O)n(-c3ccccc3)c(=O)n1[C@H]2C (some centres undefined)
→ 16, 30, -1.0, 18, 2, 27, 9, 22
- O=C1C2C3C=CC(C3)C2C(=O)N1CCCO (centres undefined)
→ 13, 0, -1.5, -24, 1, -14, 1, 18
- OC(C#CCN1CCCCCC1)(c1ccccc1)c1cccnc1 (centres undefined)
→ 7, -7, 1.6, -4, -2, 6, 14, 12
- CC(C)(C)n1ncc2c(=O)n(CC(=O)N3CCc4ccccc43)cnc21
→ -35, 3, -0.5, -3, -2, -16, -2, -7
- Cc1cnc(C(=O)OCC(=O)c2cc(C)n(C)c2C)cn1
→ 3, -5, 1.3, -11, -1, 13, 12, 4
- O=C(OCCOc1cccc(Cl)c1)c1cc(S(=O)(=O)N2CCCCC2)ccc1N1CCOCC1
→ 12, 8, 9.4, 12, -3, 2, 26, -34
- Cc1ccc(S(=O)(=O)N(C)C)cc1NC(=S)N1CCc2ccccc21
→ 38, 25, -0.7, 13, -5, 21, 0, -20
- COc1ccccc1NC(=S)NC1CCCCC1
→ -2, 7, -1.4, -20, -4, -1, -7, 8
- Cc1c(NC(=O)c2cc(-c3cccc(Cl)c3)on2)c(=O)n(-c2ccccc2)n1C
→ -8, 14, -0.5, 24, -7, 14, -6, 17
- CCCNS(=O)(=O)c1ccc(CCC(=O)NCCc2ccc(OC)c(OC)c2)cc1
→ -3, -8, 1.1, 7, -3, 21, 7, 8
- Cn1cc(-c2cc(C(=O)O)on2)cn1
→ -4, -2, -1.5, 10, -2, -2, -10, 10
- COc1ccc(CCNC(=O)c2ccc(Cl)cc2Cl)cc1
→ -7, 4, 3.5, -26, -1, -21, -13, -9
- CC(C)c1cc[n+](-c2nc([O-])sc2C=O)cc1
→ -17, -6, -1.7, 22, 1, 1, 4, 7
- Cc1ccc2c(c1)N(CC(=O)Nc1ccccc1F)C(=O)CO2
→ -2, -2, 1.1, -3, -4, -8, -4, -2
- CC(=O)Nc1ccc(NC(=O)C(C)n2nc([N+](=O)[O-])c(Br)c2C)cc1 (centres undefined)
→ 0, 18, -1.5, 23, 0, 10, -3, 2
- CC(Sc1cnccn1)C(=O)O (centres undefined)
→ 0, -7, 0.4, 26, -2, 13, -6, 17
- O=C(O)CC(C(=O)N(c1ccccc1)c1ccccc1)N1CCOCC1 (centres undefined)
→ 9, 7, -1.8, 13, 6, -1, -6, 8
- Cc1cccc(Nc2nc(C)nc3c2oc2ccccc23)c1
→ 34, 47, 0.0, -5, 7, 33, -9, 2
- COc1ccc(CC(=O)Nc2cccc3ccccc23)cc1OC
→ -23, 8, 1.3, 6, -5, 8, 26, -2
- CCOc1ccc(NC(=O)CSc2nnc(NC(=O)C3CC3)s2)cc1
→ -13, -7, -0.4, 13, 7, -8, 3, 19
